Bioassay records (PubChem BioAssay)
A350 autofl – qHTS Assay for Spectroscopic Profiling in A350 Spectral Region; hit rate 11% among 59,000; max dye-equivalent concentration, M; Compound autofluorescence, 340/450 nm, Alexa 350 dye-equivalents; active compounds read high; in the data active = max dye-equivalent concentration above about 10 nM; inconclusive = mostly about 1.1 nM to 9.6 nM
UbGFP stabilizer – Ubiquitin-GFP Assay; AID 526, 2006; 67,000 tested, under 10 active; Ubiquitin-GFP reporter cells, proteasome inhibition, GFP fluorescence; response scale: untreated = 0%, 10 µM MG-132 = 100%; Potency, µM (titrated, usually from 45.9 µM), without a hit: at the top dose activation (GFP accumulation), usual class: activators; active = well fitted activation curve with a large enough effect, not every such curve was filed as active; inconclusive = small, poorly fitted or top-dose-only effect, or another doubt; inactive = no such curve, though single readings can be large or run the other way; also: potency is read from the fitted curve at half-maximal effect
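U2OS cells expressing ubiquitin(G76V)-GFP, seeded overnight in 0.5% FBS medium, then treated 4 hr at 37 C across 46 uM to 2.9 nM. GFP-positive cells counted by laser cytometry (488 ex/515 em); %activity scaled between basal and 10 uM MG-132.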
Hsp90 Hop PPI – qHTS Assay for Disrupters of an Hsp90 Co-Chaperone Interaction; Hsp90 C-terminal peptide / TPR2A (Hop) interaction, human; AlphaScreen TPR2A-His6 binding biotin-Hsp90 C-terminal peptide; Potency, µM (highest dose often 57 µM), inactives show at the highest dose activity change, negative = inhibition; hit rate 0.44% among 71,000; AID 595, 2007; active = well fitted curve in either direction with a large enough effect; inconclusive = small, poorly fitted or top-dose-only effect, or another doubt; also: potency is read from the fitted curve at half-maximal effect; % is scaled to controls: 0 for no effect and ±100 for the full control effect; many of its hits are not listed in these tables
CRE Fsk mod – Cell signaling CRE-BLA (Fsk stim) | CHO CRE-bla reporter (cAMP response element driving beta-lactamase), forskolin EC10, beta-lactamase ratio | Potency, µM (highest dose often 38.2 µM), without a hit: top-dose activity change, negative = inhibition, usual class: activators | hit rate 2.5% among 71,000; active = well fitted activation curve with a large enough effect in the signal ratio, with a control signal flat, not every such curve was filed as active; inconclusive = small, poorly fitted or top-dose-only effect, or effect the other way, or a change in a side signal; the % refers to the signal ratio; also: potency is read from the fitted curve at half-maximal effect; % of control where 0% means no effect
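Beta-lactamase reporter under a cAMP responsive element in CHO cells; compounds tested in titration series against EC10 NKH 477, 3 h at 37 °C. Read-out: CCF4 FRET ratio 460nm/530nm (excitation 405nm) giving %Activity, fitted to AC50.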
Texas Red fluor – qHTS Assay for Spectroscopic Profiling in Texas Red Spectral Region | Compound fluorescence, Texas Red channel, 547/618 nm; active compounds read high | max dye-equivalent concentration, M | hit rate 0.06% among 59,000 | AID 587, 2007; in the data active = max dye-equivalent concentration above about 10 nM; inconclusive = between about 1.1 nM and that limit
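Dye-equivalent concentrations come from scaling compound signal (ex 547, em 618 nm) to six Texas Red standard concentrations run on every plate, after 15 min room-temperature incubation in pH 8.0 Tris (100 mM).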
FLuc inh – qHTS Assay for Inhibitors of Firefly Luciferase; Luciferin 4-monooxygenase (Photinus pyralis), P08659; purified firefly luciferase, luminescence, 8 min; Potency, µM (doses to about 57.1 µM), without a hit: at the top dose activity change, negative = inhibition, hits mostly inhibitors; hit rate 2.2% among 72,000; AID 411, 2009; also: potency is read from the fitted curve at half-maximal effect; % is scaled to controls: 0 for no effect and ±100 for the full control effect; nearly all actives have a fitted effect of over 40% in size
Target sequence (P08659 whole entry, looked up): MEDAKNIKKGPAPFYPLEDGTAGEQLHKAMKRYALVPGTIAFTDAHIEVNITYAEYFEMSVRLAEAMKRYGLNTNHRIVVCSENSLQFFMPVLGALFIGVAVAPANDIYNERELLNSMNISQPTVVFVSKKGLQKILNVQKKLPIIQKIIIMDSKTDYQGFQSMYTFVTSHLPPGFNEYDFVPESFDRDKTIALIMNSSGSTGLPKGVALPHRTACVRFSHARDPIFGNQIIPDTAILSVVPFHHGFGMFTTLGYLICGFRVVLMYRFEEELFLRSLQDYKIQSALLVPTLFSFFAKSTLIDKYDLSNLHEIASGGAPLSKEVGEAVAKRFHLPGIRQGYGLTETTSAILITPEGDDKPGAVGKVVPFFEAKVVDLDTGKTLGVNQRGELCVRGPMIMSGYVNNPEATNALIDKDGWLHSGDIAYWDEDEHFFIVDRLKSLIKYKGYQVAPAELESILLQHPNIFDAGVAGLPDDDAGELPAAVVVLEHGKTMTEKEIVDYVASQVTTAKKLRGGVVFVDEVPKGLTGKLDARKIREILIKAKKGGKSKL
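Inhibition of light generation by firefly luciferase from ATP and luciferin was profiled with concentration-response curves per sample, ATP held at 10 uM within the enzyme's linear range. Plates were read by luminescence after an 8-minute ambient incubation.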
ERK AVP inh – qHTS Assay for Inhibitors of the ERK Signaling Pathway using a Homogeneous Screening Assay. HEK293-V1b, vasopressin-stimulated pERK AlphaScreen. Potency, µM (top dose mostly 57.5 µM), for inactives: at the top dose activity, negative = inhibition, usual class: inhibitors. hit rate 0.99% among 72,000. AID 995, 2007; also: potency is read from the fitted curve at half-maximal effect; % is scaled to controls: 0 for no effect and ±100 for the full control effect; nearly all actives have a fitted effect of over 55% in size
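V1b-HEK293 cells; cpd 30 min 37C; 25 nM vasopressin 5 min; lyse 10 min; AlphaScreen beads 5 hr RT. Normalized to DMSO basal and 25 nM vasopressin; AC50 by Hill fit.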
Epigenetic mod – qHTS Assay for Epigenetic Modulators. mouse C127i GFP locus derepression, cytometry, 30 h. Potency, µM (doses to about 46.1 µM), for the others: top-dose GFP derepression (activation). hit rate 0.09% among 68,000. AID 597, 2007; also: % of control where 0% means no effect
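Read-out is the number of GFP-positive cells, scored as fluorescent objects 20 to 120 um wide, reflecting derepression of a silenced CMV-GFP reporter in murine C127i cells after 30 h compound exposure at 37 C.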
HBB splice mod – qHTS Assay for Modulators of Hemoglobin Beta Chain Splicing; HBB splicing reporter cell assay, activation; EGFP reporter with mutant IVS2-654 intron; response scale: normalised to 500 nM splice-correcting PNA; Potency, µM (top dose mostly 46.1 µM), for inactives: at the highest dose activation, most hits filed as activators; hit rate 0.06% among 65,000; AID 925, 2007; also: potency is read from the fitted curve at half-maximal effect; 0% is about no effect
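HeLa cells stably expressing EGFP interrupted by mutant beta-globin intron 2 (IVS2-654), 500/well in 2% FCS. Treated with compound for 2 days at 37C. Splicing correction scored as total well GFP intensity (488 nm excitation, 500-520 nm emission); 500 nM antisense PNA served as control.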
Fluorescein fluor – qHTS Assay for Spectroscopic Profiling in Fluorescein Spectral Region; max fluorescein-equivalent concentration, M; hit rate 0.91% among 59,000; Compound autofluorescence, 480/540 nm, fluorescein-equivalent; active compounds read high; in the data active = max fluorescein-equivalent concentration above about 10 nM; inconclusive = between about 1.1 nM and that limit
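Fluorescein stocks ranging 3 mM down to 300 nM, plus DMSO blanks, were pinned alongside compounds to build a per-plate standard curve. Buffer: 100 mM Tris, pH 8.0. Incubation 15 min, room temperature; filters 480/540 nm.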
4-MU autofl – qHTS Assay for Spectroscopic Profiling in 4-MU Spectral Region | hit rate 11% among 59,000 | compound autofluorescence, 340/450 nm, 4-MU equivalents; active compounds read high | max dye-equivalent concentration, M | AID 589, 2007; in the data active = max dye-equivalent concentration above about 10 nM; inconclusive = mostly about 1.1 nM to 9.6 nM
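Compounds in 100 mM Tris, pH 8.0, incubated 15 min at room temperature, then fluorescence read at 340 nm excitation/450 nm emission. Signal converted to 4-MU dye-equivalent concentration using an on-plate six-point 4-MU standard curve.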
The depositor's hits bear a star; [ ] = remark or other dose. Unless noted, calls follow the shape of the dose curve; as a rule, active = well fitted curve in the direction sought with a large enough effect; inconclusive = small, poorly fitted or top-dose-only effect, or another doubt; inactive = no such curve, though single readings can be large; an effect the other way counts as inactive or inconclusive. A portion of the library; the hit share may differ from the screen's.

COc1ccc(N2C(=O)CCC(C(=O)NCCN3CCOCC3)C2c2ccc(OC)c(OC)c2)cc1 (stereo unspecified) was read as A350 autofl inconclusive, UbGFP stabilizer -20%, Hsp90 Hop PPI -2%, CRE Fsk mod 7%, Texas Red fluor inconclusive, FLuc inh 3%, ERK AVP inh 22%, Epigenetic mod -2%, HBB splice mod 1.0%, Fluorescein fluor inactive and 4-MU autofl inconclusive.
`O=C(O)CC1(Cc2nc(-c3cccs3)no2)CCCC1` gave UbGFP stabilizer 8%, Hsp90 Hop PPI -4%, CRE Fsk mod -10%, FLuc inh 0% and HBB splice mod -0.7%.
For O=C(CCCn1c(SCC(=O)c2ccc(F)cc2)nc2ccccc2c1=O)NCc1ccco1 the results were A350 autofl inactive, UbGFP stabilizer 3%, Hsp90 Hop PPI -1%, CRE Fsk mod -1%, Texas Red fluor inconclusive, FLuc inh 2%, ERK AVP inh -10%, Epigenetic mod -1%, HBB splice mod 4.4%, Fluorescein fluor inconclusive and 4-MU autofl inactive.
`CN(N=O)C(=O)N[C@H]1[C@@H](O)[C@H](O)[C@H](CO)O[C@@H]1O` gave A350 autofl inactive, UbGFP stabilizer 6%[20.5 µM], Hsp90 Hop PPI -1%[26 µM], CRE Fsk mod 2%[17.1 µM], Texas Red fluor inconclusive, FLuc inh -2%[25.5 µM], ERK AVP inh -18%[25.7 µM], Epigenetic mod 2%[20.6 µM], HBB splice mod 1.8%[20.6 µM], Fluorescein fluor inactive and 4-MU autofl inactive.
`O=C(Cn1cnc2c(nnn2Cc2ccccc2)c1=O)c1ccc(Cl)cc1` gave UbGFP stabilizer 7%, Hsp90 Hop PPI -1%, CRE Fsk mod 10%, FLuc inh 1% and HBB splice mod -1.1%.
For Cc1ccc(-c2nnn(CC(=O)NCc3ccccc3)n2)c(-n2cnnn2)c1 the results were A350 autofl inactive, UbGFP stabilizer -1%, Hsp90 Hop PPI -3%, CRE Fsk mod -7%, Texas Red fluor inconclusive, FLuc inh 1%, ERK AVP inh 10%, Epigenetic mod -2%, HBB splice mod 1.6%, Fluorescein fluor inactive and 4-MU autofl inactive.
Screening Cc1ccc(C(=O)Nc2ccc(N3CCOCC3)cc2)cc1 returned UbGFP stabilizer 20%, Hsp90 Hop PPI -5%, CRE Fsk mod -1%, FLuc inh -24%, ERK AVP inh inconclusive, Epigenetic mod -3% and HBB splice mod -0.9%.
For CCCc1cc(=O)n2[nH]c(NCc3c(Cl)cccc3Cl)nc2n1 the results were A350 autofl inconclusive, UbGFP stabilizer 0%, Hsp90 Hop PPI 2%, CRE Fsk mod -13%, Texas Red fluor inactive, FLuc inh 2%, ERK AVP inh 12%, Epigenetic mod -5%, HBB splice mod -0.7%[57.5 µM], Fluorescein fluor inactive and 4-MU autofl inactive.
For CCCc1ncc(C(O)c2cccc3ccccc23)n1C (stereo unspecified) the results were A350 autofl inactive, UbGFP stabilizer 4%, Hsp90 Hop PPI -3%, CRE Fsk mod inconclusive, Texas Red fluor inactive, FLuc inh 0%, ERK AVP inh -21%, Epigenetic mod -3%, HBB splice mod 2.6%, Fluorescein fluor inconclusive and 4-MU autofl inactive.
COc1ccc(CC(=O)NCc2ccccc2)cc1S(=O)(=O)N1CCOCC1 was read as A350 autofl inactive, UbGFP stabilizer -4%, Hsp90 Hop PPI -4%, CRE Fsk mod inconclusive, Texas Red fluor inconclusive, FLuc inh 1%, ERK AVP inh -7%, Epigenetic mod -1%, HBB splice mod 2.0%, Fluorescein fluor inconclusive and 4-MU autofl inactive.
For O=C(Oc1ccccc1)c1c(Cl)cccc1P(=O)(O)O the results were A350 autofl inactive, Texas Red fluor inactive, FLuc inh 0%[25.5 µM], Epigenetic mod 2%[20.6 µM], Fluorescein fluor inactive and 4-MU autofl inactive.
CC(=O)Nc1cccc(NC(=O)c2c(-c3ccccc3)noc2C)c1 was read as A350 autofl inactive, UbGFP stabilizer 0%, Hsp90 Hop PPI -6%, CRE Fsk mod 2%, Texas Red fluor inactive, FLuc inh -2%, ERK AVP inh -8%, Epigenetic mod 0%, Fluorescein fluor inactive and 4-MU autofl inactive.
For CCCc1nnc(NC(=O)CN2CCOCC2)s1 the results were A350 autofl inactive, UbGFP stabilizer 0%, Hsp90 Hop PPI -2%, CRE Fsk mod -2%, Texas Red fluor inconclusive, FLuc inh 1%, ERK AVP inh 4%, Epigenetic mod -1%, HBB splice mod -2.6%, Fluorescein fluor inconclusive and 4-MU autofl inactive.
For Cc1ccccc1C(OCCN(C)C)c1ccccc1 (stereo unspecified) the results were A350 autofl inactive, Texas Red fluor inactive, FLuc inh 1%[25.5 µM], Epigenetic mod 4%[20.6 µM], Fluorescein fluor inconclusive and 4-MU autofl inactive.
`Cc1cccc(-n2nc3c(c2NC(=O)c2ccc(Br)o2)CSC3)c1` gave A350 autofl inactive, UbGFP stabilizer 5%, Hsp90 Hop PPI -7%, CRE Fsk mod -9%, Texas Red fluor inactive, FLuc inh 0%, ERK AVP inh -25%, Epigenetic mod 6%, HBB splice mod 0.0%, Fluorescein fluor inactive and 4-MU autofl inactive.
Screening CC1=C(C(=O)OCc2ccccc2)C(c2ccco2)n2ncnc2N1 (stereo unspecified) returned UbGFP stabilizer 1%, Hsp90 Hop PPI -5%[2.3 µM], CRE Fsk mod inconclusive, FLuc inh 1%, ERK AVP inh inconclusive and HBB splice mod -0.9%.
Cn1c(SCC(=O)NCc2ccccc2)nnc1C1CC1 was read as A350 autofl inactive, UbGFP stabilizer 3%, Hsp90 Hop PPI 3%, CRE Fsk mod 6%, Texas Red fluor inactive, FLuc inh -1%, ERK AVP inh -3%, Epigenetic mod 7%, Fluorescein fluor inconclusive and 4-MU autofl inactive.
`CCN[C@@H]1CN(CCCOC)S(=O)(=O)c2sc(S(N)(=O)=O)cc21` gave A350 autofl inactive, UbGFP stabilizer 2%[20.5 µM], Hsp90 Hop PPI -1%[26 µM], CRE Fsk mod -3%[17.1 µM], Texas Red fluor inactive, FLuc inh -2%[25.5 µM], ERK AVP inh -5%[25.7 µM], Epigenetic mod 1%[20.6 µM], HBB splice mod 2.2%[20.6 µM], Fluorescein fluor inconclusive and 4-MU autofl inactive.
Screening Cn1c(=O)oc2cc(S(=O)(=O)N3CCN(c4ccccc4)CC3)ccc21 returned A350 autofl inactive, UbGFP stabilizer -6%, Hsp90 Hop PPI -4%, CRE Fsk mod -9%, Texas Red fluor inconclusive, FLuc inh 1%, ERK AVP inh -7%, Epigenetic mod inconclusive, HBB splice mod 4.0%[57.5 µM], Fluorescein fluor inconclusive and 4-MU autofl inactive.
`O=c1c2nnn(Cc3ccc(Cl)cc3)c2ncn1Cc1ccc(F)cc1` gave A350 autofl inactive, UbGFP stabilizer 2%, Hsp90 Hop PPI 3%, CRE Fsk mod 15%, Texas Red fluor inactive, FLuc inh -3%, ERK AVP inh -3%, Epigenetic mod 6%, HBB splice mod -4.9%, Fluorescein fluor inactive and 4-MU autofl inactive.
`CS(=O)(=O)N(CCc1ccccc1)CC(=O)Nc1ccc2c(c1)OCO2` gave A350 autofl inactive, UbGFP stabilizer -2%, Hsp90 Hop PPI inconclusive, CRE Fsk mod -8%, Texas Red fluor inactive, FLuc inh 1%, ERK AVP inh 19%, Epigenetic mod 3%, HBB splice mod -0.8%, Fluorescein fluor inactive and 4-MU autofl inactive.
Screening O=C(c1cccc(COCC(F)(F)C(F)F)c1)N1CCN(c2ccccc2)CC1 returned A350 autofl inactive, UbGFP stabilizer 2%, Hsp90 Hop PPI -4%, CRE Fsk mod 4%, Texas Red fluor inactive, FLuc inh 1%, ERK AVP inh -5%, Epigenetic mod 3%, HBB splice mod -0.7%, Fluorescein fluor inactive and 4-MU autofl inactive.
Screening CCOc1ccc(C2C(C#N)=C(N)N3C(=C2C#N)Sc2ccccc23)cc1 (stereo unspecified) returned UbGFP stabilizer inconclusive, Hsp90 Hop PPI inconclusive, CRE Fsk mod inconclusive, FLuc inh -1%, ERK AVP inh 69%[activator], Epigenetic mod inconclusive and HBB splice mod -0.1%[9.22 µM].
CCN(CC)C(=O)C1CCCN(Cc2cccc(F)c2)C1 (stereo unspecified) was read as UbGFP stabilizer 18%[9.17 µM], Hsp90 Hop PPI -4%[11 µM], CRE Fsk mod -3%[7.6 µM], FLuc inh 4%, ERK AVP inh -8%, Epigenetic mod -2% and HBB splice mod -3.4%[0.0738 µM].
